PGC1a acetyl inh = inhibitors of PGC1a acetylation signal, primary screen, cell-based, U2OS, AlphaScreen, inhibitor mode; AlphaScreen anti-acetyl-lysine; with virally co-expressed GCN5 acetyltransferase; inhibition, % at 15.6 µM; 350,000 tested, 0.17% active; AID 651687, 2012;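 active = every replicate shows inhibition of at least 40%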;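 note: 0% = neutral control wells and 100% = positive control wells; some results beyond the cut were filed as inactive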
Statin myotox sup = suppressors of statin myotoxicity in C2C12 myotubes, primary screen, cell-based, single point, plate reader; 330,000 tested, 0.78% active; C2C12 myotubes + simvastatin, ATP luminescence, 48 h; scaled: DMSO 0, geranylgeraniol control 100; rescue of ATP level, % at 7.49 µM;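 active = mean ATP rescue above about 67%, or every replicate alone reaching that limit, limit read from the data, passing the limit was not always enough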;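 note: myotubes were challenged with 10 µM simvastatin during compound exposure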
PglD inh = C. jejuni PglD acetyltransferase inhibitors, primary screen, biochemical, DTNB colorimetric, single point; 360,000 tested, 0.098% active; inhibition, % at 12.5 µM; purified PglD enzyme, DTNB colorimetric CoA detection; UDP-N-acetylbacillosamine N-acetyltransferase PglD (Campylobacter jejuni); in the data active = inhibition above about 16%, passing the limit was not always enough; note: strong numbers were not always called active
FN deposit inh = inhibitors of fibronectin matrix deposition, primary screen, AH1F cells, Alexa488-fibronectin fluorescence, plate reader; AID 743247, 2014; inhibition, % at 12.6 µM; 350,000 tested, 0.086% active; AH1F fibroblasts, overnight;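 active = mean inhibition across replicates of 30% or more, regardless of how many single replicates reach that level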;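 note: positive control wells lacked labelled fibronectin entirely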
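Material: AH1F fibroblasts assembling fluorescent fibronectin matrix; amount: 10000 AH1F cells/well; medium: DMEM, 2% serum; reagent: Alexa488-fibronectin, 24 nM final in well; dosing: single compound dose, delivered by pin transfer; incubation: 1 h adhesion, overnight exposure; detection: fluorescence after three HBSS washes, excitation 485 nm, emission 525 nm; measure: fibronectin deposition inhibition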
Cneo AK release = Cryptococcus neoformans cell lysis inducers, primary screen, AK release luminescence, single concentration | C. neoformans lysis, adenylate kinase release luminescence, 4 h; normalised: neutral wells 0, clomiphene wells 100 | lysis activity, % at 15 µM | 360,000 tested, 0.2% active;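 active = mean lysis activity across replicates of at least 80%, whatever share of replicates individually reach that level; inactive = mean lysis activity below 80%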
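Assay system: C. neoformans cells. Amount: yeast cell density of 5 × 10^6 cells/mL. Technique: AK luminescence. Buffer or medium: YPD. Times: static 4 h at 37 °C with compound, 1 h detection. Dosing: single-point compound dose. Read-out: lysis from increased AK signal.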
F508del corr = F508del CFTR correction, initial screen, CFBE line, single point | CFBE cells, YFP halide quenching; stimulated with forskolin plus potentiator P3; % fluorescence drop versus neutral controls | activity (quench increase), % at 7.58 µM | 350,000 tested, 0.36% active;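 active = mean added fluorescence quench of at least 8% versus neutral control, with both replicates also reaching 8%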;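 note: cells transiently co-express mutant CFTR-F508del with the halide-sensitive YFP; corrector assay measuring rescue of mutant channel to the surface after 24 h compound exposure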
miR-122 sensor = miR-122 Renilla sensor signal increase in Huh7, primary screen, miR-122 inhibitor project, cell-based, single point, plate reader. Huh7 miR-122 Renilla luciferase sensor, 48 h; neutral wells = 0, positive control = 100. activation (reporter increase), % at 12.5 µM. 340,000 tested, 0.3% active. AID 602342, 2012;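 active = mean replicate activation score at least 90 and every replicate individually at or above 90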;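 note: higher luciferase means less miR-122 activity so hits act as miR-122 inhibitors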
GSIS activator = GLuc luminescence reporter in INS-1E cells, primary screen for activators of glucose-dependent secretion of insulin | AID 743287, 2014 | INS-1E GLuc reporter insulin secretion, 2-3 h | activation, % at 16.6 µM | 370,000 tested, 0.61% active;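 active = lowest replicate activation of at least 40%, so every replicate reaches that level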;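 note: 0% = median of neutral control wells and 100% = median of IBMX positive control wells; some compounds called inactive have numbers as strong as hits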
An asterisk follows results filed as active; / = not tested or not shown; [ ] = dose if it differs, or a comment. This is a random part of the collection; any-hit rate near 2.1%.

SMILES	PGC1a acetyl inh	Statin myotox sup	PglD inh	FN deposit inh	Cneo AK release	F508del corr	miR-122 sensor	GSIS activator
C/C=C/c1ccc([C@@H]2[C@H](CO)N[C@H]2CNC(=O)c2ccccc2F)cc1	-5	-17	1	-2	6	-1.4	0[16.7 µM]	7
O=C(Nc1cccc2ccccc12)C1CCCC1	/	16	-3	-6	35	1.3	/	4
COc1cccc(CN2[C@@H](CO)[C@@H](c3ccccc3)C23CN(C(=O)C2CCCC2)C3)c1	7	/	/	-2	/	0.6	/	-3
C[C@@H]1CN([C@@H](C)CO)C(=O)c2cc(NC(=O)c3ccncc3)ccc2O[C@@H](C)CCCCO[C@H]1CN(C)Cc1ccncc1	0	/	-1	-5	-1	-1.2	2[16.7 µM]	-1
CC1(C(=O)N(CC(=O)NC2CCCC2)Cc2ccccc2)CC(=O)N=C2C=CC=CN21 (stereo unspecified)	/	19	-1	-4	0	-1.6	0	6
C[C@H]1CN([C@@H](C)CO)C(=O)c2cc(NC(=O)CCCN(C)C)ccc2O[C@@H]1CN(C)S(=O)(=O)c1ccc(Cl)cc1	-3	2	-8	/	0	-0.3	1[16.7 µM]	15
C=CCOC(=O)N1CCC2CC1c1c(-c3ccc(C(F)(F)F)cc3)cccc12 (stereo unspecified)	-16	2	-1	11	22	-2.9	2	-1
COc1ccc(CNS(=O)(=O)c2cc(Br)cc3c2N(C(C)=O)C(C)C3)cc1 (stereo unspecified)	5	-1	-3	4	0	0.3	23	-12
CC(C)(O)C#Cc1ccc(C(=O)N2CCN(c3ccc(F)cc3)CC2)cc1	1	/	/	-20	/	-0.3	/	5
COc1ccc(C#Cc2ccc([C@H]3[C@H](CO)N4CCCCN(C(=O)c5ccncc5)C[C@@H]34)cc2)cc1	3	-8	-3	/	7	1.0	6[16.7 µM]	6
O=S(=O)(NCC1CCCO1)c1ccc(Cl)cc1 (stereo unspecified)	-3	8	-5	1	-2	-1.6	25	2
CCN(Cc1cc2cc(C)ccc2[nH]c1=O)C(=O)c1cccc([N+](=O)[O-])c1	5	1	/	-7	/	-5.4	-1	8
CCOC(=O)C1CCN(S(=O)(=O)c2ccccc2)CC1	-7	3	-5	-3	-1	2.7	-2	7
O=C(CCNS(=O)(=O)c1ccccc1)OCc1ccc([N+](=O)[O-])cc1	13	3	5	-4	1	0.3	-5	/
COc1cc(-c2cc(N3C(=O)Nc4ccccc4N3O)n[nH]2)cc(OC)c1OC	-8	/	-2	-2	0	/	-7	4
N#Cc1nc(-c2ccccc2F)oc1NCc1ccccc1	-11	9	4	19	0	-2.2	0	10
Cc1cccc(NC(=O)CSc2nnc(-c3ccc(S(=O)(=O)N4CCOCC4)cc3)n2C)c1	-7	8	3	8	3	/	-2	/
Cc1cc(C)n2nc(C(=O)NC3CCCc4ccccc43)nc2n1 (stereo unspecified)	6	2	/	5	0	0.3	2	-5
CCOC(=O)N1CCN(C(=O)COc2ccc(S(=O)(=O)NCC(C)C)cc2C)CC1	-16	30	6	-9	-1	/	1	4
N#CC(=C(O)COC(=O)CCC1CCCCC1)c1nc2ccccc2[nH]1	-1	-42	-9	/	3	0.4	-5	/
Cc1cccn2c(=O)c3cc(C#N)c(=NC(=O)c4cccnc4)n(CC4CCCO4)c3nc12 (stereo unspecified)	1	5	-11	/	2	/	2	/
CN(CC(=O)NCc1ccccn1)S(=O)(=O)c1cc(Cl)ccc1Cl	3	-2	2	-3	-1	-1.4	-1	2
CCOc1ccccc1C1CC(c2ccc(Cl)cc2)Nc2nc(N)nn21 (stereo unspecified)	/	-6	-2	13	-4	1.9	/	0
Cc1sc2nc(NCCO)[nH]c(=O)c2c1C	25	1	/	-7	-1	0.0	-3	/
Cc1ccc(-n2ccnc2SCC(=O)N(CC(C)C)C2CCS(=O)(=O)C2)c(C)c1 (stereo unspecified)	14	-5	-3	-6	1	/	-1	/
SMILES	PGC1a acetyl inh	Statin myotox sup	PglD inh	FN deposit inh	Cneo AK release	F508del corr	miR-122 sensor	GSIS activator
Cn1nccc1-c1ccc(C(=O)Nc2cccc(NS(C)(=O)=O)c2)c2occc12	23	5	-3	4	-7	2.6	9	2
Cc1cc(C)c2c(c1)c1nnc(SCCN3CCOCC3)nc1n2C	13	-10	5	-5	1	1.2	6	4
CCOc1nc(Nc2ccccc2)nc(OCC)n1	/	0	-2	-29	6	0.9	/	88
Cc1ccc(C)c(CSc2nnc(-c3cccnc3)n2N)c1	/	/	-1	-10	8	/	-5	/
Cc1ccc2[nH]c3c(=O)n(CC(=O)NCCCN(C)Cc4ccccc4)ncc3c2c1	1	2	-1	-8	2	1.0	-1	11
O=C(c1ccc(S(=O)(=O)NCc2ccco2)cc1)N1CCN(Cc2ccccc2F)CC1	10	8	4	6	2	0.8	12	-14
CCC(C(=O)O/N=C(\N)c1ccc(C)cc1)c1ccccc1 (stereo unspecified)	-5	-2	-1	5	-1	/	29	/
CC(C)(C)NC(=O)NC(=O)COC(=O)c1ccco1	-2	10	-9	/	-1	/	-5	/
O=C(C[C@H]1C=C[C@H](NC(=O)CN2CCOCC2)[C@H](CO)O1)NC1CCCCC1	-7	11	0	-7	-3	0.1	/	9
CC1CCCC(NC(=O)c2ccc3c(SCC(=O)O)c4c(nc3c2)CCC4)C1C (stereo unspecified)	1	20	4	-3	0	-3.1	6	-1
Cc1ccc(S(=O)(=O)NCCCCCC(N)=O)cc1	-5	-9	-2	7	4	/	1	/
COc1ccc(C(=O)Nc2ccccc2C(=O)N2CCOCC2)cc1Br	-13	23	-3	/	2	0.7	8	9
Cc1nc(NC(=O)c2cc3ccccc3o2)sc1C	/	-45	0	-4	-3	2.6	3	10
COc1ccc(NC(=O)N2C[C@H]3CON(C)[C@H]3C[C@H]2c2ccc(N3CCCCC3)cc2)cc1	2	0	3	-5	-2	-4.1	-5	-3
O=C(NCc1cccnc1)/C(=C\c1ccc(-c2cccc(Cl)c2)o1)S(=O)(=O)c1ccccc1	-76	/	3	/	4	/	4	-6
COc1ccccc1Nc1nc(N)nc(CSC(=S)N2CCC(C)CC2)n1	/	/	5	-4	9	/	-5	2
CC(NC(=O)CCNC(=O)c1ccc(Br)cc1)c1ccc(S(N)(=O)=O)cc1 (stereo unspecified)	-1	3	0	10	/	4.0	0	14
NC(=O)[C@H]1CC2(CC(c3cccc(NC(=O)CC(c4ccccc4)c4ccccc4)c3)=NO2)CN1C(=O)c1ccccc1C(=O)c1ccccc1 (stereo partly specified)	/	14	0	15	2	-1.4	/	-2
COc1ccc(CN(C)C[C@@H]2Oc3ccc(N(C)C)cc3CC(=O)N([C@@H](C)CO)C[C@@H]2C)cc1	5	-20	1	/	-3	1.3	-1[16.7 µM]	11
Cc1ccc(C)c(N2CCN(S(=O)(=O)c3ccc4c(c3)NC(=O)CS4)CC2)c1	-4	13	4	8	-3	-2.7	-4	-1
Cc1noc(C)c1S(=O)(=O)Nc1ccc2c(c1)C(=O)N([C@H](C)CO)C[C@@H](C)[C@@H](CN(C)Cc1ccc(Cl)c(Cl)c1)OCCCC[C@H](C)O2	-3	17	-3	/	-1	5.5	20[16.7 µM]	-11
COc1ccccc1S(=O)(=O)N[C@@H]1CC[C@H](CCNC(=O)C2CCCC2)O[C@@H]1CO	-1	1	1	-11	0	0.8	-1[16.7 µM]	-7
NC(=O)c1nsc(C(=O)N(CC(=O)NCc2ccc3c(c2)OCO3)C2CCCCC2)c1N	-8	3	-1	/	-5	/	0	/
Cc1ccc(-c2nn(-c3ccc(F)cc3)cc2C(=O)N2CCN(C3CCS(=O)(=O)C3)CC2)cc1 (stereo unspecified)	7	6	5	-12	-1	1.3	-3	5
CS(=O)(=O)N(CC(=O)Nc1ccc2c(c1)OCO2)c1ccc2c(c1)OCO2	-9	9	0	-8	-1	/	5	0

Compounds listed so far containing a Cl atom:
SMILES	PGC1a acetyl inh	Statin myotox sup	PglD inh	FN deposit inh	Cneo AK release	F508del corr	miR-122 sensor	GSIS activator
C[C@H]1CN([C@@H](C)CO)C(=O)c2cc(NC(=O)CCCN(C)C)ccc2O[C@@H]1CN(C)S(=O)(=O)c1ccc(Cl)cc1	-3	2	-8	/	0	-0.3	1[16.7 µM]	15
O=S(=O)(NCC1CCCO1)c1ccc(Cl)cc1 (stereo unspecified)	-3	8	-5	1	-2	-1.6	25	2
CN(CC(=O)NCc1ccccn1)S(=O)(=O)c1cc(Cl)ccc1Cl	3	-2	2	-3	-1	-1.4	-1	2
CCOc1ccccc1C1CC(c2ccc(Cl)cc2)Nc2nc(N)nn21 (stereo unspecified)	/	-6	-2	13	-4	1.9	/	0
O=C(NCc1cccnc1)/C(=C\c1ccc(-c2cccc(Cl)c2)o1)S(=O)(=O)c1ccccc1	-76	/	3	/	4	/	4	-6
Cc1noc(C)c1S(=O)(=O)Nc1ccc2c(c1)C(=O)N([C@H](C)CO)C[C@@H](C)[C@@H](CN(C)Cc1ccc(Cl)c(Cl)c1)OCCCC[C@H](C)O2	-3	17	-3	/	-1	5.5	20[16.7 µM]	-11

Following part
SMILES	PGC1a acetyl inh	Statin myotox sup	PglD inh	FN deposit inh	Cneo AK release	F508del corr	miR-122 sensor	GSIS activator
CC(C)NC(=O)N[C@H]1CC[C@H](CCNC(=O)C2CCCC2)O[C@@H]1CO	-2	-5	2	6	2	-2.4	/	1
Cc1ccc(C(=O)N/C(=C/c2cccnc2)C(=O)O)cc1	6	-5	-3	-3	0	0.5	1	9
CC(=O)c1ccc(OCc2cc(C(=O)N3CC4C[C@@H]5CC3C[C@H](C4)C5)no2)cc1	-9	/	3	2	-3	-3.5	-7	-39
Cc1cc2oc(=O)cc(-c3ccccc3)c2c(C)c1-c1ccc(C(F)(F)F)cc1	10	1	-3	0	2	-2.7	-2	10
COC(=O)c1cc(-c2c(C)oc3cc(O)ccc3c2=O)c(C)o1	10	-11	-7	/	-1	/	/	19
O=C(c1ccc2c(c1)OCO2)N1CCC2(CC1)Oc1ccc(F)cc1C(=O)C21CC(c2ccc(Cl)cc2)=NO1 (stereo unspecified)	-1	2	-1	-2	-1	0.8	1	-4
N#CC1=C(N)Oc2c(oc(CO)cc2=O)C1c1cccs1 (stereo unspecified)	-6	-6	-5	4	1	/	-1	/
CCc1ccc2c(c1)C(=O)C(=O)N2CCS(=O)(=O)c1ccccc1	8	-5	0	0	-6	0.1	-6	11
CNC[C@@H]1Oc2cc(C#C[C@H](C)O)ccc2S(=O)(=O)N([C@H](C)CO)C[C@H]1C	-2	/	-1	-6	-4	2.5	0[16.7 µM]	7
COc1ccccc1-n1c(=O)[nH]c2c(C(N)=O)nc(C3CCCCC3)nc21	-11	24	-2	0	-2	-1.1	-3	-3
C[C@H](CO)N1C[C@H](C)[C@H](CN(C)C(=O)Nc2ccc(F)cc2)Oc2c(NC(=O)c3nc4ccccc4s3)cccc2C1=O	-9	/	2	8	-2	-1.0	-2[16.7 µM]	-25
CCC(Sc1nc2n[nH]c(C)c2c(=N)n1-c1cc(Cl)ccc1C)C(=O)N1CCOCC1 (stereo unspecified)	8	/	3	/	0	/	49	/
C[C@H](CO)N1C[C@H](C)[C@@H](CN(C)Cc2cccc(C(=O)O)c2)OCc2cn(nn2)CCCC1=O	5	-15	1	-5	3	2.8	0[16.7 µM]	-6
Cc1ccc(C(=O)N2CCC(C)CC2)cc1S(=O)(=O)N1CCCCC1	-2	3	0	-4	0	-1.5	17	-6

Screening data: PubChem BioAssay, Broad Institute
